# CHOP inhibitor: blocks CHOP induction under ER stress | CHO-K1 CHOP-promoter luciferase, tunicamycin-induced, 15-18 h | inhibition, % at 10 µM | 220,000 compounds, 3.8% hits | AID 2732;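 active = compounds that reduced the stress-induced luciferase reporter signal by more than about 70% of percent inhibition, limit read from the data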;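 note: 0% = tunicamycin plus vehicle and 100% = wells without tunicamycin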
# TRPN1 ag: activates the zebrafish TRPN1 channel. HEK293 zebrafish TRPN1-YFP, Fluo-8 calcium fluorescence; 100% = response to 87 µM carbachol. 220,000 compounds, 0.18% hits. activation, % at 3 µM;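 active = activation above its plate's cutoff, the mean activation of test wells on that plate plus 3 SD, cut at about 19% in these data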;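 note: 0% = DMSO alone and 100% = 87 µM carbachol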
#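 Material: zebrafish TRPN1-YFP in HEK293 cells; Doses: single test compound dose, 3 µM nominal, 0.3% DMSO; Timing: dye loading 1 h at 37 °C, then 30 min room temperature; Technique: intracellular calcium fluorescence with Fluo-8; Benchmarks: high carbachol 87 µM, low DMSO alone.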
# NPY2 pot ag: human NPY-Y2 potentiation or agonism, primary screen. AID 1359. 220,000 compounds, 0.45% hits. activation, % at 3.6 µM. cells expressing NPY-Y2, potentiator/agonist read-out. P49146; in the data active = activation above about 27%;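 note: cells stimulated with NPY near EC25 plus isoproterenol at EC100; 0% = vehicle plus submaximal agonist and 100% = vehicle plus saturating agonist; some results beyond the cut were filed as inactive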
# TRPML3 ag: activates the human TRPML3 channel; 220,000 compounds, 0.29% hits; HEK293 TRPML3-YFP, Fluo-8 calcium fluorescence; 100% = the carbachol control signal; Q8TDD5; AID 1448; activation, % at 3 µM;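 active = activation above its plate's cutoff, the mean activation of the plate's test wells plus 3 SD, cut at about 12% in these data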;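 note: 0% = DMSO only wells and 100% = carbachol wells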
#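 system = HEK293 cells stably carrying human TRPML3-YFP | doses = one concentration, 3 µM nominal, 0.3% DMSO | timing = dye loading 1 h 37 °C then 30 min ambient, 125 s read | detection = Fluo-8 calcium dye fluorescence, ex 470-495, em 515-575 nm | benchmarks = high control carbachol 87 µM, low control DMSO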
# S1P4 ag: activates the human S1P4 receptor | S1P4-expressing cell line, agonist reporter assay | O95977 | 220,000 compounds, 0.35% hits | activation, % at 4.98 µM | AID 1509; in the data active = activation above about 11%;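 note: 0% = DMSO vehicle and 100% = reference agonist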
# Target sequence (O95977 whole entry, looked up): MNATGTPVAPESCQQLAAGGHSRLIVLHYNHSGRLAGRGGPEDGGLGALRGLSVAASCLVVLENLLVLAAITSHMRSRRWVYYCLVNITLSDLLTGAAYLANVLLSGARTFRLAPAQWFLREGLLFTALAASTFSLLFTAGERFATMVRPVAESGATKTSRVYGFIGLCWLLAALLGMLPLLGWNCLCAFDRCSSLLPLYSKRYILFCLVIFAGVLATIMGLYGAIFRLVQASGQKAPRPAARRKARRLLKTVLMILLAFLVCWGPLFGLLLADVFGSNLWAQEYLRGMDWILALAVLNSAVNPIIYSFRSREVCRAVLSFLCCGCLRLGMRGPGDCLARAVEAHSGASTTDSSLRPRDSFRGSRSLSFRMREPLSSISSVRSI
# NPY Y1 blocker: NPY-Y1 (human) receptor antagonism; HEK293-CNG Y1 cells, membrane potential fluorescence; NPY at EC95, then isoproterenol; inhibition, % at 3.6 µM; 200,000 compounds, 1% hits; AID 1040;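 active = inhibition above the campaign mean inhibition of all tested compounds plus 3 SD, cut at about 20% in these data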;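 note: 0% = DMSO wells given NPY plus isoproterenol and 100% = isoproterenol alone without NPY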
# Target sequence (P25929 whole entry, looked up): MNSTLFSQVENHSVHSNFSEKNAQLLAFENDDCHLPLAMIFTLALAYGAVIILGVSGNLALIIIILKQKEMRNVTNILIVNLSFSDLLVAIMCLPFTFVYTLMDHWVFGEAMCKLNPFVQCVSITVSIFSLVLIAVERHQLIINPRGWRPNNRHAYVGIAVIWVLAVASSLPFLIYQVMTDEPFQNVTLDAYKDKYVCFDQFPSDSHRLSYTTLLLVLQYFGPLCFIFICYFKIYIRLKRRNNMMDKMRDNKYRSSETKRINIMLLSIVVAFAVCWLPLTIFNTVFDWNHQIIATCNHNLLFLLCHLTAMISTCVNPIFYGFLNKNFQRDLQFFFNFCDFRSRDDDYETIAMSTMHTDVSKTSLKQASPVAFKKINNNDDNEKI
#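 Material: HEK293 Y1/CNG channel cell line | Also added: NPY (25 nM), isoproterenol (1 µM), Ro 20-1724 (25 µM) | Compound: One concentration, 3.6 µM, in 0.4% DMSO | Schedule: 3 h dye uptake, 1 h room-temperature compound, 45 min post-isoproterenol | Signal: Membrane-potential fluorescent dye readout | Read-out: % inhibition of NPY effect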
# NPY-Y1 PAM-ag: potentiators or agonists of human neuropeptide Y receptor Y1. NPY-Y1 expressing cells, potentiator/agonist activation. 220,000 compounds, 0.37% hits. activation, % at 3.6 µM. AID 1304; in the data active = activation above about 33%, passing the limit was not always enough;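 note: cells stimulated with NPY at EC10 then isoproterenol at EC100; 0% = low agonist plus stimulus and 100% = saturating agonist plus stimulus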
# EP2 mod: modulates human prostaglandin E2 receptor EP2 signaling; EP2-expressing cells, cAMP HTRF FRET, PGE2 co-stimulation; induction, % at 25 µM; 260,000 compounds, 0.83% hits; AID 940;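 active = compounds whose cAMP rise, as percent of the full-agonist control response, exceeds 60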;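 note: rat C6 glioma line stably carrying human EP2 under a CMV promoter; the protocol text gives 20 µM as final concentration; 100% = response of wells given 1 µM PGE2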
# S1P4 antag: human S1P4 receptor antagonism; O95977; S1P4-expressing cells, antagonist mode, reporter read-out; inhibition, % at 4.98 µM; 220,000 compounds, 0.26% hits; in the data active = inhibition above about 29%;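 note: 0% = wells stimulated with agonist and 100% = vehicle wells without agonist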
# Active calls of the source: *; · = no result given; & = joins results of further samples.
no.	Compound	CHOP inhibitor	TRPN1 ag	NPY2 pot ag	TRPML3 ag	S1P4 ag	NPY Y1 blocker	NPY-Y1 PAM-ag	EP2 mod	S1P4 antag
1	Cc1c(NC(NC(=O)CC(C)C)C(Cl)(Cl)Cl)c(=O)n(-c2ccccc2)n1C (stereo not drawn)	8.0	0.1	-10.4	0.7	-0.9	7.3	8.2	3.3	-12.9
2	COc1ccc(S(=O)(=O)N2CCOCC2)cc1NC(=O)CN1CCCC1	-4.9	0.0	-23.9	0.4	0.5	3.9	0.2	-6.7	-37.7
3	CCOC(=O)C1CCCN(C(=O)c2cc(S(=O)(=O)N3CCCCC3)ccc2C)C1 (stereo not drawn)	11.1	0.4	6.0	1.0	1.8	·	21.0	-6.2	-7.2
4	COc1cc2nc(C3CC3)n(NC(=O)c3ccc(Cl)cc3)c(=O)c2cc1OC	50.5	0.6	2.0	0.9	0.4	-0.8	-2.1	23.6	-8.4
5	CC(C)(C)NC(=O)C(c1cccs1)N(C(=O)c1csnn1)c1ccccc1F (stereo not drawn)	-17.7	2.1	0.6	-0.3	8.2	2.6	10.8	12.0&17.1	-3.1
6	COCCn1c(C)cc(C(=O)COC(=O)CCN2C(=O)c3ccccc3C2=O)c1C	-0.6	1.0	-1.6	0.0	-0.6	6.3	-11.7	26.6	-1.8
7	CCCCCCCC(=O)Nc1ccc(C(=O)N/N=C/c2cccc([N+](=O)[O-])c2)cc1	66.0	1.2	-5.5	0.7	-1.7	-0.1	-9.1	-6.5	-4.7
8	CCCCOc1ccc(-n2nc(C)cc2C)nn1	-37.8	0.8	-2.7	0.5	-0.3	-1.1	11.5	-11.1	-13.1
9	c1ccc(CSc2nnc(-c3sccc3-n3cccc3)o2)cc1	32.0	-0.7	-23.4	-0.1	-1.1	14.4	-11.8	49.1	-0.9
10	COc1cc2c(=O)n(-c3ccc(C)cc3)c(=O)n(CC(=O)c3ccc4c(c3)OCO4)c2cc1OC	31.9	0.7	6.7	0.7	-1.7	0.1	-1.8	12.6	-15.5
11	O=C(CSc1nnc(-c2ccncc2)n1Cc1ccco1)Nc1nc(-c2ccccc2)cs1	77.2*	1.1	-14.7	1.3	-3.1	1.0	-14.6	-41.5	-9.4
12	O=C1CCCC2=C1C(c1cccs1)n1nc(SCc3ccc(C(=O)O)cc3)nc1N2 (stereo not drawn)	4.2	2.4	22.3	1.2	-0.1	·	10.8	20.7	-0.6
13	C=CCn1c(-c2sc3nc(C)cc(C)c3c2N)n[nH]c1=S	-1.5	-0.6	-12.7	-0.5	0.6	·	-4.3	-22.0	0.3
14	Cc1ccc(CNC(=O)COC(=O)c2ccc(Br)cc2)cc1	26.4	0.0	16.6	1.1	0.6	2.2	-0.4	4.5	-18.9
15	O=C(Nc1ccc2c(c1)CCC2)c1cccc(S(=O)(=O)N2CCN(c3ccccc3)CC2)c1	55.9	-0.8	-12.3	0.9	0.8	3.0	-19.3	-32.9	-14.5
16	Cn1c(O)c(N=NC(=S)Nc2ccccc2F)c2cc(S(=O)(=O)N3CCOCC3)ccc21	-110.0	-0.2	-1.6	0.3	17.1*	-2.7	3.4	10.0	15.4
17	COc1ccc(-c2nn(C)c(=O)c3ccccc23)cc1CNC(=O)C1CCCCC1	4.5	1.2	-24.2	-0.8	-1.1	·	14.0	6.9	-14.7
18	CC(=O)c1c(C)[nH]c(C(=O)NC2CCCCC2)c1C	-13.7	0.3	-11.6	0.2	1.2	3.7	-10.6	11.2	-3.0
19	COc1ccc(C)cc1NC(=O)C(=O)N/N=C(\C)CC(=O)Nc1cccnc1	33.8	-0.8	-6.5	0.5	1.5	-4.0	-12.3	-5.7	-19.6
20	O=C(c1cccs1)N1CCC(Cc2ccccc2)CC1	32.0	-1.3	12.4	-0.7	6.0	-3.2	7.5	6.2	0.5
21	CCCCn1c(SCC(=O)NCC2CCCO2)nc2ccc(N3CCOCC3)cc2c1=O (stereo not drawn)	-12.9	0.1	-5.9	0.1	1.1	0.5	-0.5	9.2	1.8
22	CCC(=O)N(CCC(Cc1ccccc1)c1ccc2c(c1)OCO2)Cc1ccccc1F (stereo not drawn)	37.7	1.2	-7.5	0.8	0.9	47.0*	-18.2	54.0	-9.6
23	O=C(c1csc2ccccc12)N1CCN(c2ccccn2)CC1	5.9	0.8	2.5	0.0	0.7	-2.0	-24.4	-7.5	-4.0
24	COc1ccccc1/C=N/n1c(N)c(S(=O)(=O)c2cccs2)c2nc3ccccc3nc21	-22.5	-1.0	-5.7	0.4	-4.4	-1.2	-23.2	25.4	-12.2
25	Cc1ccc(CNC(=O)CC2Sc3ccccc3NC2=O)cc1 (stereo not drawn)	-5.1	-0.9	7.4	1.5	-0.6	0.6	9.2	-17.7	-2.4

no.	Compound	CHOP inhibitor	TRPN1 ag	NPY2 pot ag	TRPML3 ag	S1P4 ag	NPY Y1 blocker	NPY-Y1 PAM-ag	EP2 mod	S1P4 antag
26	COc1ccc(NC(=O)CSc2nc(NS(=O)(=O)c3ccccc3)cc(=O)[nH]2)cc1	28.9	0.0	-2.3	-0.1	2.8	-1.7	21.3	-2.9	-12.5
27	Cn1c(=O)c2cc(S(=O)(=O)NCCC(=O)Nc3ccccc3F)ccc2n(C)c1=O	12.2	1.3	-8.1	-0.1	2.8	1.7	-7.0	5.1	2.0
28	Cc1occc1C(=O)Nc1nnc(C(F)(F)F)s1	0.5	1.7	10.7	3.3	-0.3	-5.9	6.0	11.3	-7.8
29	O=C(Nc1cccc(F)c1)/C(=C\c1cccnc1)NC(=O)c1cccs1	-18.7	1.5	0.9	0.0	2.6	-4.2	7.7	1.1	-6.2
30	CC(C)(C=O)C1=CC(=O)c2ccccc2C1=O	98.2*	-0.5	-5.9	0.9	-0.8	-0.6	-30.3	-7.4	-13.8
31	Cc1ccc(-n2nc(CN3CCOCC3)c(-c3ccccc3)c2N)cc1Cl	0.8	-0.2	26.3	-0.1	0.4	2.4	-3.8	-3.6	-13.6
32	CSCCC(=O)N1C(C)CCCC1C(=O)O (stereo not drawn)	15.6	0.6	2.6	-0.4	-1.9	2.8	9.1	7.0	2.2
33	O=C(COc1ccc2ccccc2c1Br)NNC(=O)Nc1ccccc1	54.4	1.1	-18.3	-0.6	-1.4	5.8	-13.7	-34.0	0.1
34	Cc1cc(C)c(S(=O)(=O)N2CCOCC2)cc1NS(=O)(=O)c1cc(OCC(N)=O)c(C)cc1Cl	6.0	-0.8	4.8	0.5	-1.4	1.8	1.2	2.0	-8.8
35	CC(=O)Nc1ccc(S(=O)(=O)NCC(=O)OCC(=O)N2CCCc3ccccc32)cc1	-12.5	-0.5	5.3	0.6	1.9	6.0	7.5	13.7	5.4
36	CCOC(=O)Cn1c(S(=O)(=O)Cc2ccc(Cl)cc2)nc(-c2ccccc2)c1-c1ccccc1	15.0	-0.3	-8.9	0.2	1.2	6.3	-2.9	51.5	-5.8
37	COc1ccc(NC(=O)c2cccnc2Cl)c(S(=O)(=O)N2CCOCC2)c1	8.9	0.2	-2.8	0.1	0.2	5.1	6.5	17.2	-10.2
38	Cc1ccc(-c2nnn(CC(=O)N(c3ccccc3)C(C(=O)NC3CCCC3)c3ccco3)n2)o1 (stereo not drawn)	93.5*	-1.4	-7.1	1.1	-2.9	7.0	35.0	11.4	2.4
39	O=C(Cc1ccsc1)N1CCc2c([nH]c3ccccc23)C1c1ccccn1 (stereo not drawn)	-0.5	-0.6	-2.3	0.2	1.2	3.1	-5.2	-39.0	4.8
40	COC(=O)CCc1nc2cc(Cl)ccc2n(Cc2ccccc2)c1=O	39.8	-0.9	0.6	-0.2	0.2	7.4	-5.1	41.3	0.4
41	CCCC(=O)Nc1ccc(C(=O)NNC(=S)NC(=O)c2ccc(Br)o2)cc1	35.3	-1.2	-11.1	-0.1	-0.9	-3.4	-2.3	-13.0	-3.1
42	CS(=O)(=O)N1CCCC(C(=O)NCc2ccccn2)C1 (stereo not drawn)	-17.0	2.5	-8.0	0.2	0.4	-0.9	18.2	4.4	-1.8
43	COc1ccc(CNc2ccc(S(N)(=O)=O)cc2)c(OC)c1OC	-24.6	-0.1	9.7	0.1	1.2	-3.4	0.3	-13.2	-12.3
44	CCCn1c(NC(=O)C23CC4CC(CC(O)(C4)C2)C3)nc2ccccc21	-15.5	-1.8	-15.1	-1.0	0.2	-1.0	-2.5	-0.6	-1.1
45	CCn1c(N)c(C(=O)NCC2CCCO2)sc1=S (stereo not drawn)	17.1	-0.6	0.1	1.0	-1.2	10.5	-11.5	-32.3	-4.2
46	CC(=O)N1c2ccccc2C(C)(c2ccccc2)CC1(C)C (stereo not drawn)	35.8	-1.3	-17.2	0.6	-1.0	6.9	-25.6	77.9*	3.1
47	O=C(Nc1ccc(Cl)cc1)c1ccsn1	-3.6	-0.5	-10.8	-0.8	0.0	-3.6	12.2	4.9	4.8
48	O=C(Nc1ccccc1)N(C1=NCCCCS1)c1ccccc1	18.1	0.4	5.2	0.5	0.9	4.3	-12.8	9.7	-1.1
49	CC(C)CC(=O)/C(=C\c1ccc(Cl)cc1Cl)n1cncn1	109.1*	2.5	-9.2	1.1	-1.1	-2.0	-18.4	-53.9	52.6*
50	Fc1cccc(-c2nn[nH]n2)c1	5.8	0.2	9.6	0.2	1.8	-1.1	4.6	10.8	-8.1
51	Cc1cccc(Nc2nc(N)nc(CSC(=S)N3CCOCC3)n2)c1	-23.9	0.9	-16.5	0.5	-1.3	-5.5	-15.0	-10.5	-2.8
52	COC(=O)c1ccc(N2C(=O)CC(N(C)CCc3ccc(OC)c(OC)c3)C2=O)cc1 (stereo not drawn)	15.7	1.4	-0.8	1.3	-1.6	-11.6	10.0	-13.6	0.6

# Record cards, from the list above. Order of values: CHOP inhibitor, TRPN1 ag, NPY2 pot ag, TRPML3 ag, S1P4 ag, NPY Y1 blocker, NPY-Y1 PAM-ag, EP2 mod, S1P4 antag
# `O=C(Nc1cccc(F)c1)/C(=C\c1cccnc1)NC(=O)c1cccs1` is listed as -18.7, 1.5, 0.9, 0.0, 2.6, -4.2, 7.7, 1.1, -6.2
# `Cc1ccc(-c2nnn(CC(=O)N(c3ccccc3)C(C(=O)NC3CCCC3)c3ccco3)n2)o1` (stereo not drawn) is listed as 93.5*, -1.4, -7.1, 1.1, -2.9, 7.0, 35.0, 11.4, 2.4
# `CCCC(=O)Nc1ccc(C(=O)NNC(=S)NC(=O)c2ccc(Br)o2)cc1` is listed as 35.3, -1.2, -11.1, -0.1, -0.9, -3.4, -2.3, -13.0, -3.1
# `CCn1c(N)c(C(=O)NCC2CCCO2)sc1=S` (stereo not drawn) is listed as 17.1, -0.6, 0.1, 1.0, -1.2, 10.5, -11.5, -32.3, -4.2
# `CC(C)CC(=O)/C(=C\c1ccc(Cl)cc1Cl)n1cncn1` is listed as 109.1*, 2.5, -9.2, 1.1, -1.1, -2.0, -18.4, -53.9, 52.6*

# Assay outcomes deposited in PubChem by several laboratories.
